# Tau fibril FP: tau fibrillization inhibition (FP); actives 0.39% (n = 280,000); K18 P301L tau heparin fibrillization, Alexa594 FP, 6 h; P10636; Potency, µM (highest dose often 57.7 µM), without a hit: top-dose activity, negative = inhibition, actives largely listed as inhibitors; further: nearly all actives have a fitted effect of over 55% in size
#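 K18 P301L tau (15 uM unlabeled/0.24 uM Alexa 594-labeled, final) + compound + heparin 20 uM final; 100 mM NaOAc pH 7; 6 hr 37 C; ThT 30 uM final added, 1 hr RT; FP ex 555/em 632 nm.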
# L3MBTL1 inh: inhibitors of human L3MBTL1 | Potency, µM (titrated, usually from 57.1 µM), for the others: top-dose activity, negative = inhibition, actives largely listed as inhibitors | Q9Y468 | actives 0.66% (n = 230,000) | AlphaScreen L3MBTL1–H3K9me1 peptide binding; further: nearly all actives have a fitted effect of over 60% in size
#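 L3MBTL1 50 nM + b-AHA-H3(1-15)K9me1 75 nM, 30 min RT; compound added, 30 min RT; streptavidin donor/Ni-chelate acceptor beads 10 ug/mL each final, 30 min RT dark; AlphaScreen read.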
# aGal spleen mod: inhibits or activates alpha-galactosidase in human spleen homogenate; P06280; human spleen homogenate, 4MU-alpha-Gal fluorescence, 40 min; Potency, µM (top dose mostly 80 µM), inactives show at the highest dose activity change, negative = inhibition, usual class: inhibitors; actives 0.008% (n = 240,000); AID 2107;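 further: 0% = enzyme with vehicle and -100% = no enzyme basal signal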
#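 qHTS titration in buffer at pH 5.0. Alpha-galactosidase activity in spleen homogenate was measured via 4-methylumbelliferone release from 1 mM fluorogenic substrate after 40 min at 37C and a pH 10 stop. AC50 came from Hill fits of control-normalized data.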
# Tau fluor cs: counter-screen for tau fibril formation inhibitors | tau K18 P301L Alexa594 fluorescence, heparin fibrillization | Potency, µM (doses to about 57.7 µM), for inactives: top-dose activity change, negative = decrease | actives 0.93% (n = 280,000); further: nearly all actives have a fitted effect of over 55% in size
#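 Human K18 P301L tau (15 uM unlabeled plus 0.24 uM Alexa 594-labeled, final) in 100 mM sodium acetate pH 7 was mixed with compound and 20 uM heparin and incubated 6 hr at 37 C.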
# Tau fibril ThT: blocks human tau fibril formation measured by thioflavin T; P10636; recombinant tau K18 P301L, heparin-induced fibrillization, ThT fluorescence; Potency, µM (doses to about 57.4 µM), without a hit: at the top dose activity, negative = inhibition, usual class: inhibitors; actives 2.1% (n = 270,000); AID 1460; further: nearly all actives have a fitted effect of over 55% in size
#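 ThT emission at 510 nm, taken 1 hr after adding 30 uM dye, quantifies aggregates formed when 20 uM heparin acts on human tau K18 P301L for 6 hr at 37 C.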
# TRb SRC2 PPI: TRbeta-SRC2 interaction inhibition; P10828; AID 1469; TRbeta-SRC2 peptide binding, fluorescence polarization; receptor liganded with 1 µM T3; actives 0.065% (n = 280,000); Potency, µM (series often up to 106 µM), without a hit: at the top dose activity change, negative = inhibition, usual class: inhibitors;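 further: plate controls were bound peptide for no effect and peptide without receptor for full effect; nearly all actives have a fitted effect of over 50% in size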
# Target sequence (P10828 whole entry, looked up): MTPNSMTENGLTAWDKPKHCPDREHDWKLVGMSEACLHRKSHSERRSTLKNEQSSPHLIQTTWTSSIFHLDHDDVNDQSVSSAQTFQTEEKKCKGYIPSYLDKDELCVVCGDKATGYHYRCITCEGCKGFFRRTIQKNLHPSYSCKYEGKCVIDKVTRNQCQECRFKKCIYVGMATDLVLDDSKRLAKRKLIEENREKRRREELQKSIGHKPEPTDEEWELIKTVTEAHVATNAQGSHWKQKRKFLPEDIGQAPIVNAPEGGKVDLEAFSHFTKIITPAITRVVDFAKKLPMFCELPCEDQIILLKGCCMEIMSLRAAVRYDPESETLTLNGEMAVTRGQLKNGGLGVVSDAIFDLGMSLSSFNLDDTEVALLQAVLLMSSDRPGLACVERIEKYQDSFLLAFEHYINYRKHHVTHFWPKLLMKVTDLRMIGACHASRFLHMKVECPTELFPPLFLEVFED
#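 Read-out is fluorescence polarization (555 nm excitation, 632 nm emission) of a Texas Red SRC2 coactivator peptide; loss of signal reflects blocked binding to human TRb ligand-binding domain in the presence of 1 uM T3.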
# TR SRC2 fluor cs: counter-screen for TRb-SRC2 inhibitors: fluorescence interference; TRb/SRC2 Texas Red total fluorescence interference; actives 0.29% (n = 280,000); Potency, µM (doses to about 106 µM), for inactives: top-dose fluorescence change, negative = quenching; active means well fitted curve in either direction with a large enough effect; inconclusive means small, poorly fitted or top-dose-only effect
#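 Human TRβ ligand-binding domain (0.6 uM) and Texas Red SRC2 peptide (20 nM) in Tris buffer with 1 uM T3 and 5% DMSO were incubated with pinned compound for 5 hr at ambient temperature. Total fluorescence was computed as S + 2P (555/632 nm).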
# ALDH1A1 block: ALDH1A1 (human) enzyme inhibition | P00352 | Purified ALDH1A1, NADH fluorescence, propionaldehyde substrate | Potency, µM (doses to about 75.3 µM), for inactives: at the top dose activity, negative = inhibition, hits mostly inhibitors | actives 7.3% (n = 220,000); active means well fitted inhibition curve with a large enough effect, not every such curve was filed as active; inconclusive means small, poorly fitted or top-dose-only effect, or another doubt; inactive means no such curve, though single readings can be large or run the other way;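 further: plate controls were no enzyme wells and a reference inhibitor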
# Target sequence (P00352 whole entry, looked up): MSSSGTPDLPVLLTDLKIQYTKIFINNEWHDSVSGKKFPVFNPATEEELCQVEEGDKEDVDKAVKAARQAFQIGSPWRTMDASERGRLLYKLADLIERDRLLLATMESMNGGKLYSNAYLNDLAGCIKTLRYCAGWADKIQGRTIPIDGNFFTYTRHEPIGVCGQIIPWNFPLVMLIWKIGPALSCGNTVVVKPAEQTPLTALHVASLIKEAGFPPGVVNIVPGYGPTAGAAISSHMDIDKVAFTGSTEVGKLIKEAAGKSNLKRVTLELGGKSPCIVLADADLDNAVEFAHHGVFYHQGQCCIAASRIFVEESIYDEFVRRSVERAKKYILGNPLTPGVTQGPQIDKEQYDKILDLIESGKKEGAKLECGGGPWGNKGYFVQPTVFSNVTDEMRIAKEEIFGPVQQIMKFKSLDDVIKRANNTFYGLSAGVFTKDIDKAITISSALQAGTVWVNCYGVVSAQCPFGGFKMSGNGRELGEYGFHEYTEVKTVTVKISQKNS
# An asterisk follows results filed as active; u = inconclusive; x = no result given; & = joins results of further samples; ! = a repeat was not active; [ ] = another dose, or the depositor's remark. Unless noted, the call rests on the fitted dose curve; in most records, active means well fitted curve in the direction sought with a large enough effect; inconclusive means small, poorly fitted or top-dose-only effect, or another doubt; inactive means no such curve, though single readings can be large; an effect the other way counts as inactive or inconclusive. Unless noted, on the % scale 0 is the no-effect control and ±100 the full control effect; potency means the concentration at half of the fitted maximal effect.
canonical_smiles,Tau fibril FP,L3MBTL1 inh,aGal spleen mod,Tau fluor cs,Tau fibril ThT,TRb SRC2 PPI,TR SRC2 fluor cs,ALDH1A1 block
C[C@@H]1O[C@@H](O[C@H]2CC[C@]3(C=O)C4CC[C@]5(C)[C@@H](C6=CC(=O)OC6)CC[C@]5(O)[C@@H]4CC[C@]3(O)C2)[C@H](O)[C@H](O)[C@H]1O (stereo partly specified),1%,x,13%,-7%,-5%,-2%,-2%,3%
CCC(C)(C)c1ccc(O)cc1,x,0%,14%,x,x,0%[201 µM],-3%[201 µM],-12%
COc1nnc(-c2ccc(N3CCCCC3)c(NC(=O)c3ccccc3)c2)c2ccccc12,-10%,x,x,-19%,u,3%,2%,x
CN1CCN(Cc2nc3ccccc3n2C)CC1,-2%,1%,0%,-3%,-10%,-15%,1%,-1%
COc1ccc(OC)c(N2C(=O)NC(=O)C(CCc3ccncc3)(CCc3ccncc3)C2=O)c1,7%,-2%,-1%,2%,-5%,-11%,1%,5%
COP(=O)(OC)/C(C=O)=N/Nc1ccc([N+](=O)[O-])cc1,2%,x,5%,-4%,u,-3%,-1%,-1%
COc1cc(C(=S)N2CCOCC2)ccc1O,2%,5%,-6%,0%,-4%,3%&3%,0%&-2%,19µM*
CCCCn1c(O)c(C(CC)=NCCN2CCCCC2)c(=O)[nH]c1=O,-11%,2%,-5%,-6%,u,-2%,-1%,u
C[C@@H]1O[C@H](C[N+](C)(C)C)C[C@H]1O,2%,x,-2%,0%,-1%,5%,1%,-3%
COc1cc2c3c(c1OC)-c1cc(O)ccc1CC3NCC2 (stereo unspecified),7%,x,4%,8%,-1%,-1%,-4%,u
COCCN1Cc2cc(=O)n3c([nH]c4ccccc43)c2C1=N,19%,x,u,u,u,-4%,-15%,u
O=C(COc1ccccc1)N1CCN(CC(O)COc2ccccc2)CC1 (stereo unspecified),1%,x,13%,-4%,-8%,0%,-4%,-1%
O=C1NC(=O)N(Cc2ccccc2)C(=O)/C1=C\C=C\c1ccco1,u,x,-7%,-22%,14µM*,-1%,13%,3.2µM*
CN1C(=O)N(C)C(=O)C2(Sc3ccccc3C2=O)C1=O,u,-4%,-2%,-10%,u,0%,-1%,u
COc1ccc(C)cc1NC(=O)N(Cc1ccc2c(c1)OCO2)C1CCN(Cc2ccccc2)CC1,1%,x,x,-7%,-2%,1%,7%,x
CC1(C)CN2C(c3ccc(Cl)cc3)N2C1 (stereo unspecified),-4%,x,-3%,-15%,-14%,-7%,2%,3%
CS(=O)(=O)NNP(=O)(NNS(C)(=O)=O)NC(=O)c1ccccc1,-2%,-10%,3%,-4%,-1%,13%,-1%,-12%
COc1ccc(-c2cc(=O)c3c(OC)c(OC)c(OC)cc3o2)cc1,8%,10%,8%,3%,-2%,-4%,-2%,u
CCCC[n+]1cc(/N=C(\[O-])OC)on1,-6%,5%,8%,-1%,-6%,0%,0%,13%
COc1ccccc1N1CCNCC1,u,x,13%&10%&-2%,u,-3%&1%&1%,4%&1%&1%,-5%&0%&-1%,6%&-6%
O=c1[nH]c(N2CCN(Cc3ccc4c(c3)OCO4)CC2)nc2c1CCC2,-6%,x,-8%,-3%,-7%,4%,-5%,6%
COc1cc(/C=N/NC(=O)Cn2c([N+](=O)[O-])cnc2C)ccc1OC(=O)N(C)C,8%,x,-13%,0%,-2%,4%,-7%,-14%
Cc1ccc(-n2c(O)c(C=NCc3ccco3)c(=O)[nH]c2=S)cc1C,-9%,32µM*,-4%,4%,u,-2%,-4%,x
CC(C)N(CCC(C(N)=O)(c1ccccc1)c1ccccn1)C(C)C (stereo unspecified),4%&-5%&4%&-6%,4%&-1%,-8%&-4%&-8%&0%,-5%&-6%&-1%&-7%,-12%&-4%&1%&-3%,-1%&-2%&-16%&7%,u,-2%&3%&12%&1%

# A different layout for part of the listing above.
Molecule: COc1cc(/C=N/NC(=O)Cn2c([N+](=O)[O-])cnc2C)ccc1OC(=O)N(C)C
- Tau fibril FP: 8%
- L3MBTL1 inh: x
- aGal spleen mod: -13%
- Tau fluor cs: 0%
- Tau fibril ThT: -2%
- TRb SRC2 PPI: 4%
- TR SRC2 fluor cs: -7%
- ALDH1A1 block: -14%
Molecule: Cc1ccc(-n2c(O)c(C=NCc3ccco3)c(=O)[nH]c2=S)cc1C
- Tau fibril FP: -9%
- L3MBTL1 inh: 32µM*
- aGal spleen mod: -4%
- Tau fluor cs: 4%
- Tau fibril ThT: u
- TRb SRC2 PPI: -2%
- TR SRC2 fluor cs: -4%
- ALDH1A1 block: x

# Next section
canonical_smiles,Tau fibril FP,L3MBTL1 inh,aGal spleen mod,Tau fluor cs,Tau fibril ThT,TRb SRC2 PPI,TR SRC2 fluor cs,ALDH1A1 block
CN1C(=O)/C(=C/C=C/c2ccco2)C(=O)NC1=S,u,x,9%,u,x,-1%,4%,x
O=c1c2ccccc2[nH]c(=S)n1-c1ccc2c(c1)OCO2,-5%,-6%,-10%,-7%,-14%,4%,5%,-1%
CCCC[N+]12CCC(CC1)C(Cc1ccccc1)C2 (stereo unspecified),6%,-4%,1%,15%,10%,2%,-2%,x
COP(=S)(OC)Oc1ccc([N+](=O)[O-])cc1,17%,x,3%&6%,5%,-14%,x,-3%[201 µM],20µM*
CC(=NCC1CCCO1)c1c(O)n(-c2ccccc2C)c(=O)[nH]c1=O (stereo unspecified),0%,9%,-1%,-9%,-4%,-8%,-1%,x
N[C@H](CP(=O)(O)O)C(=O)O,5%,x,-1%,-2%,-4%,-12%,-1%,-2%
Cc1ccsc1C(=O)C1CCCN(Cc2sc(N(C)C)nc2Cl)C1 (stereo unspecified),0%,-5%,3%,-12%,-15%,-4%[53 µM],-1%[53 µM],-14%
O=c1[nH]sc2cc(F)ccc12,28µM*,x,2%,-25%,11µM*,-6%,-1%,1.4µM*
O=[N+]([O-])/C=C/c1ccccc1,x,x,-7%,x,x,3%,1%,-3%
COc1ccc(CN2CCCCC2c2cccnc2)cc1C (stereo unspecified),1%,-5%,-11%,2%,2%,-19%,1%,2%
CCCC12CN3CCN(CC(C3)/C1=N\NC(=O)c1ccncc1)C2,-5%,x,-2%,-8%,-5%,-3%,0%,4%
O=c1oc2ccccc2c(O)c1C(c1ccc([N+](=O)[O-])cc1)c1c(O)c2ccccc2oc1=O,-3%,u,7%,-21%,u,11%,-2%,u
CN1CCN(c2ccc([N+](=O)[O-])c(SCCO)c2)CC1,2%,-3%,-10%,1%,-15%,1%,-4%,-4%
CCOP(=O)(Cc1ccc(C(=O)CC)o1)OCC,-1%,-5%,7%,-7%,-12%,0%,1%,x
CC(C)(C)[C@]1(O)C[C@@H]2OC(=O)CC23C(=O)O[C@@H]2OC(=O)[C@H](O)C231 (stereo partly specified),-7%,x,8%,-7%,-7%,-4%,-1%,5%
COc1ccc(NC(=O)C(=O)NNC(=O)C(C)Oc2ccc(Cl)cc2Cl)cc1 (stereo unspecified),10%,3%,1%,-11%,u,-9%,-5%,5%
CN1CCc2cc(Cl)c(O)cc2[C@H]2c3ccccc3CC[C@@H]21,3%,x,4%,-10%,-7%,1%,0%,1%
Cc1ccccc1C1=NCC(=O)N(CC(=O)NCc2ccco2)c2sc3c(c21)CCCC3,-3%,u,-8%,4%,5%,-3%,-2%,40µM*
C=CCN1CC[C@]23c4c5ccc(O)c4O[C@H]2/C(=N/NC(=O)c2ccccc2)CC[C@@]3(O)[C@H]1C5,-12%&-10%,x,14%&9%,-6%&-10%,-11%&-11%,7%&3%,-7%&-2%,-8%&-4%
O=C1/C(=C\c2ccccc2)C2OCC=C3CN4CCC56c7ccccc7N1C5C2C3CC46 (stereo unspecified),-1%,x,6%,-6%,-16%,-4%,-5%,x
O=[N+]([O-])c1cc([As](=O)(O)c2ccc(O)c([N+](=O)[O-])c2)ccc1O,u,-20%,-25%,-19%,u,-9%,-13%,-7%
O=C(Oc1ccc(Br)cc1)C1CC(=O)N(c2ccc(F)cc2)C1 (stereo unspecified),7%,8%[11.4 µM],4%,-20%,u,5%,-4%,3%
Cc1c(C(=O)c2cccc3ccccc23)c2cccc3c2n1[C@H](CN1CCOCC1)CO3,-1%&1%&1%,x,2%&10%&1%,-12%&-3%&-5%,-12%&1%&2%,-8%&-1%&-9%,-1%&-2%&-3%,11µM*!
CCN(CC)C(=O)c1ccc(NC(=O)CCn2nc(-c3ccc(Cl)cc3)c3ccccc3c2=O)cc1,-13%,x,x,-25%,u,0%,-19%,x
CC(C)(C)NC[C@H](O)c1cc(Cl)c(N)c(Cl)c1,x,x,3%[29.1 µM],x,x,-2%[53 µM],-3%[53 µM],3%[20.9 µM]
O=C(O)c1c[nH]c2ccc(S(=O)(=O)N(CCCl)CCCl)cc12,-1%,x,1%,-2%,-6%,-9%,1%,-1%
Cc1cc(OCC(=O)N2CCN(CCc3ccncc3)CC2)ccc1Cl,-1%,x,x,-7%,-12%,-1%,-3%,x
CC(C)C[C@H](NC(=O)[C@H](Cc1ccccc1)NC(=O)CNC(=O)[C@H](CO)NC(=O)[C@@H](N)Cc1ccc(O)cc1)C(=O)N[C@H](C(=O)O)[C@H](C)O,-4%,x,-5%,1%,4%,2%,-2%,3%
O=c1[nH]c(=O)n(CCc2ccccc2)c(O)c1C=NCCN1CCNCC1,-4%,18%,-4%,-5%,-4%,-13%,-2%,-5%
COc1cccc2c1C13CC[N+]4(CC5CC5)CO[C@]1(CCC(=O)C3)C4C2,-5%,x,-4%,-3%,-3%,0%,0%,-3%
CC(C)C(CCN1C(=O)c2ccccc2C1=O)c1ccco1 (stereo unspecified),9%,x,-13%,-9%,-14%,-11%,-2%,22µM*
Cc1ccc(S(=O)(=O)NCCC(=O)Nc2ccc(Cl)cc2C(=O)c2ccccc2)cc1,1%,-15%,12%,-2%,6%,-4%,1%,u
COc1ccc(C2SCC(=O)Nc3c2c(=O)[nH]n3C2CCCCC2)cc1 (stereo unspecified),2%,1%,0%,1%,2%,2%,-3%,4%
C=Cn1ccnc1P(=S)(c1ccccc1)c1nccn1C=C,-7%,-2%,1%,6%,9%,-3%,-2%,0%

# Source: PubChem BioAssay

# This is a subset. The share of hits here may be higher or lower than overall.
